GST TR-FRET counter – GST-antibody interaction or FRET quenching – biochemical, TR-FRET, artefact control for Vif-APOBEC3G degradation inhibitor project, dose response (AID 1117362) | TR-FRET counter screen, biotin-GST/anti-GST signal | IC50 in µM for hits, for the others inhibition, % at the top dose, mostly 100 µM | 3,600 tested, 2.8% active;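 active = inhibition above 30% at one or more concentrations, seen consistently on every test date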;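 note: biotinylated GST protein used in place of GST-Vif 1-94 and biotin-A3G peptide; detects fluorescence quenchers or blockers of GST binding to anti-GST antibody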
* hit, by the source's call. Only part of the results is shown, so the mix of outcomes need not match the whole.

Start of the listing, in advance (7 entries):
SMILES	GST TR-FRET counter
COc1ccc(Br)cc1CNc1ccc(O)cc1	6.0%
CN(Cc1cn(C)nc1-c1cccc(Cl)c1)Cc1nccn1C	2.9%
O=c1cc(-c2ccc(O)cc2)oc2c(O)c(O)c(O)c(O)c12	0.3%
O=C(Nc1cccc(C(F)(F)F)c1)c1cc(S(=O)(=O)N2CCCCC2)ccc1N1CCOCC1	1.9%
CCN1C[C@@H]2[C@@H]3C(=O)N(Cc4ccccc4)C(=O)[C@@H]3[C@](C)(C(=O)OC)N2C1=NC1CCCCC1	1.6%
Fc1ccccc1/C=C1\CCCC2=C1Nc1ncnn1C2c1ccccc1F (configuration not stated)	8.9%
CCOc1ccc(C(=O)NC2CCN(S(=O)(=O)CC)CC2)cc1	8.9%

Main list (from the top)
SMILES	GST TR-FRET counter
COc1ccc(Br)cc1CNc1ccc(O)cc1	6.0%
CN(Cc1cn(C)nc1-c1cccc(Cl)c1)Cc1nccn1C	2.9%
O=c1cc(-c2ccc(O)cc2)oc2c(O)c(O)c(O)c(O)c12	0.3%
O=C(Nc1cccc(C(F)(F)F)c1)c1cc(S(=O)(=O)N2CCCCC2)ccc1N1CCOCC1	1.9%
CCN1C[C@@H]2[C@@H]3C(=O)N(Cc4ccccc4)C(=O)[C@@H]3[C@](C)(C(=O)OC)N2C1=NC1CCCCC1	1.6%
Fc1ccccc1/C=C1\CCCC2=C1Nc1ncnn1C2c1ccccc1F (configuration not stated)	8.9%
CCOc1ccc(C(=O)NC2CCN(S(=O)(=O)CC)CC2)cc1	8.9%
COc1ccc(C)cc1NC(=O)c1[nH]c(C)c(C(C)=O)c1C	-8.6%
COc1ccc(-n2c(C)cc(C(=O)CSc3nn4c(=O)c(C(C)(C)C)nnc4s3)c2C)cc1	-3.7%
COc1ccc(NC(=O)/C(C#N)=C\c2cc(C)n(-c3ccc(Oc4ccc([N+](=O)[O-])cn4)cc3)c2C)cc1	0.8%
CCOC(=O)c1cc2sc(C)cc2n1CC(=O)N1CCN(C(=O)c2ccco2)CC1	3.8%
O=C(Cn1cc2c(n1)CCCC2)N1CCCc2ccccc21	0.7%
COc1ccc(N2C3=C(CC4=C2CCCC4=O)C(=O)CCC3)cc1	14.1%
COc1ccc(S(=O)(=O)c2c(N)n(Cc3ccco3)c3nc4ccccc4nc23)cc1	3.4%
COc1ccc(C)cc1Nc1c2c(nc3ccccc13)CCC2	-2.0%

Retrieved one by one from the entries so far, six records:
SMILES	GST TR-FRET counter
COc1ccc(N2C3=C(CC4=C2CCCC4=O)C(=O)CCC3)cc1	14.1%
CN(Cc1cn(C)nc1-c1cccc(Cl)c1)Cc1nccn1C	2.9%
COc1ccc(C)cc1Nc1c2c(nc3ccccc13)CCC2	-2.0%
O=C(Cn1cc2c(n1)CCCC2)N1CCCc2ccccc21	0.7%
CCN1C[C@@H]2[C@@H]3C(=O)N(Cc4ccccc4)C(=O)[C@@H]3[C@](C)(C(=O)OC)N2C1=NC1CCCCC1	1.6%
CCOc1ccc(C(=O)NC2CCN(S(=O)(=O)CC)CC2)cc1	8.9%

Carrying on.
SMILES	GST TR-FRET counter
COc1ccc(OC)c(NC(=O)CSc2nnc(CCCO)n2-c2ccccc2)c1	7.9%
CCOC(=O)/C(=C\c1ccccc1)NC(=O)c1ccccc1	5.1%
CC1(C)CC(=O)C=C(Nc2ccccc2NC(=O)c2cnccn2)C1	-6.0%
CCCN(CC(=O)Nc1ccccc1OC)C(=O)CSc1ccc(Br)cc1C	5.7%
CC(=O)NCc1c(Cl)cccc1-n1cccc1	2.0%
O=c1c2c(nc(NCCO)n1CC1CCCCC1)-c1ccccc1CC21CCCC1	5.3%
Cc1ccc(C(=O)Oc2ccc(Cl)c3cccnc23)cc1[N+](=O)[O-]	1.3%
CCOc1ccc(-n2c(Cc3cc(=O)[nH]c(=O)[nH]3)nnc2SC(C)C(=O)OC)cc1 (configuration not stated)	4.3%
CNc1ccc(Br)cc(C(=O)/C=C/c2ccc(OC)cc2)c1=O	6.5%
CC1CCN(C(=O)CCc2nc3cc(S(=O)(=O)N(C)C)ccc3n2C)CC1	1.4%
COc1ccccc1C(=O)C1CCCN(Cc2ccc3c(c2)OCCO3)C1 (configuration not stated)	2.7%
COC(=O)C(Cc1c[nH]c2ccccc12)NC(=O)C(C)C (configuration not stated)	-1.4%
CCOc1cc(CNc2ccc(O)cc2)ccc1OCc1ccc(Cl)cc1Cl	-7.7%
COC(C(=O)C(O)C(C)O)C1Cc2cc3cc(OC4CC(OC5CC(O)C(O)C(C)O5)C(O)C(C)O4)c(C)c(O)c3c(O)c2C(=O)C1OC1CC(OC2CC(OC3CC(O)C(OC)C(C)O3)C(O)C(C)O2)C(O)C(C)O1 (configuration not stated)	-1.2%
Cc1ccc2nc(SCC(=O)N(CC(C)C)c3c(N)n(CC(C)C)c(=O)[nH]c3=O)[nH]c2c1	-2.7%
CC1CCc2nc(NC(=O)c3ccco3)sc2C1 (configuration not stated)	-1.1%
O=C(c1ccc(=O)oc1)N1CCCc2ccccc21	7.8%
COc1ccc(NS(=O)(=O)c2cccc(Cl)c2Cl)cc1S(=O)(=O)N1CCCCC1	-3.3%
COc1ccc(OC)c(S(=O)(=O)Nc2cnc3ccccc3c2)c1	0.7%
COc1ccc2c(=O)c3c(=O)n(-c4ccc(C)cc4)c(-c4ccccc4)nc3oc2c1	-2.5%
Cc1ccccc1OCC(=O)NN1Cc2ccccc2C1=N	-3.8%
Cc1nn(-c2ccccn2)c2c1C(=O)C(Br)CC2 (configuration not stated)	65.6µM*
COc1ccc(-n2nc(C(=O)NCc3ccco3)c3ccccc3c2=O)cc1	-2.1%
Nc1nc(SCc2nc(-c3ccccc3)no2)[nH]c(=O)c1-c1ccccc1	3.0%
CCCC(=O)NNC(=O)Nc1ccccc1	-2.9%
C=CCn1c(C)c(C(C)=O)c(N2CCN(c3ccccc3)CC2)nc1=S	19.8µM*
CCOC(=O)N1CCC(NC(=O)c2cc3c(C)nc4ccccc4c3o2)CC1	11.4%
COC(=O)c1ccc(C)c(NS(=O)(=O)c2ccc(NC(C)=O)cc2)c1	4.6%
O=C(/C=C/Nc1ccccc1Br)c1ccccn1	5.5%
CCc1ccc(NC(=O)CCNS(=O)(=O)c2cccc3nonc23)cc1	-1.6%
Cc1cc(C(=O)COC(=O)c2cc(O)c3ccccc3c2O)c(C)n1CC1CCCO1 (configuration not stated)	6.1%
Cc1cc(O)c(C(C)C)cc1N=Cc1ccc([N+](=O)[O-])cc1	1.6%
CC(=O)C1CCN(Cc2ccccc2)CC1	-0.1%
Oc1ccc(-c2cn3c(n2)SCC3)cc1O	19.8%
CN(CC(=O)NCCc1ccccc1)S(=O)(=O)c1cccs1	2.8%
CC(C)(C)NC(=O)NC(=O)COc1ccccc1C#N	6.3%
Nn1c(SCC(=O)NC2CCCc3ccccc32)nnc1-c1cccs1 (configuration not stated)	10.0%
COC(=O)c1cn[nH]c1NC(=S)Nc1ccc(C)cc1Cl	1.9%
COc1ccc(CN2CCNC(=O)C2CC(=O)NC2CCCC2)cc1OC (configuration not stated)	-0.2%
CNC(=O)[C@@H]1C[C@H]1[C@@H](NC(=O)OCc1ccccc1)c1ccccc1	2.1%
COc1cc2cc(C(c3nnnn3C3CCCC3)N(C)C3CCCCC3)c(=O)[nH]c2cc1OC (configuration not stated)	-0.7%
CCC1=NN2C(=N)/C(=C\c3ccc(SCc4ccco4)o3)C(=O)N=C2S1	-1.0%
Cc1cc(C)cc(NC2=CC(=O)CC(c3ccco3)C2)c1 (configuration not stated)	6.8%
CCN(CC)CCCNC(=O)c1cn(CCOC)c(=O)c2c1c1ccccc1n2C	0.6%
CCOC(=O)C(CC(=O)O)=C(c1ccccc1)c1ccccc1	0.4%
O=C1C=CC(=O)c2c(O)c(CO)c(CO)c(O)c21	>100µM*
O=C(NCc1ccncc1)c1cnccn1	1.5%
O=C(NC1CCCCC1)n1c(=O)oc2cc(S(=O)(=O)N3CCCCC3)ccc21	1.7%
Cc1c(C)c2ccc(O[C@@H]3O[C@H](CO)[C@H](O)[C@H](O)[C@H]3O)c(C)c2oc1=O	5.3%
Cc1cc(-c2csc(NC(=O)c3cc4ccccc4o3)n2)c(C)n1C	-3.0%
COc1ccc(-c2cc(C(=O)NCCCn3ccnc3)no2)cc1OC	-4.8%
NC(=O)c1c(NC(=O)Cc2cccs2)sc2c1CCC2	-3.8%
CCOC(=O)c1cnc(-c2ccccc2)nc1Oc1ccc(C)cc1	-8.0%
Cc1cc(/C=C2\SC(=S)NC2=O)c(C)n1C	0.3%
Cc1cccc(N2CCN(CC(O)COc3ccc(Cl)cc3)CC2)c1 (configuration not stated)	4.5%
CN1CCc2cccc3c2[C@@H]1Cc1ccc(O)c(O)c1-3	28.0%
CC1C(=O)N2CCCc3cc(NC(=O)C(=O)NCc4cccnc4)cc1c32 (configuration not stated)	6.7%
CCn1cc(CNC(=O)c2ccc(Cl)c([N+](=O)[O-])c2)c(C)n1	9.0%
Cc1ccc(/C=C2\SC(=S)N(c3cccnc3)C2=O)o1	-2.4%
CCOC(=O)C1=C(O)/C(=C\c2ccc(CNC(=O)C(=O)Nc3ccccc3)o2)N=C1C	1.8%

Later entries.
SMILES	GST TR-FRET counter
CCn1c(CNC(C)=O)nnc1SCC(=O)c1ccc(Br)cc1	0.2%
Cc1nc(Nc2ccc(S(N)(=O)=O)cc2)sc1C(=O)Nc1ccccc1	3.8%
COc1ccc(-n2c(Cc3cccn3C)nnc2SCC(=O)Nc2ccccc2)cc1	4.5%
O=C(Cn1c(=O)oc2ccccc21)N1CCN(S(=O)(=O)c2ccccc2)CC1	-0.3%
COC(=O)COc1ccc(S(=O)(=O)NCc2ccco2)cc1Cl	0.3%
CCN1CCN(C(=O)C2COc3ccccc3O2)CC1 (configuration not stated)	-1.5%
CC(C)(C)NC(=O)/C(=C/c1ccco1)c1ccccc1	-1.2%
CSc1nc(N2CCOCC2)c2c3c(sc2n1)CCC3	5.6%
O=C1NCC(O)=C1C=NC12CC3CC(CC(C3)C1)C2	2.5%
O=C(N/N=C/C(Br)=C/c1ccccc1)c1cc(-c2ccco2)[nH]n1	-2.2%
COCCNC(=O)Nc1ccc2nc(-c3ccco3)c(-c3ccco3)nc2c1	>100µM*
CC(C)(C)OC(=O)N1CCC[C@H]1c1nnc(SC/C=C/c2ccccc2)o1	-1.2%
C[C@H](NC(=O)NCc1cccs1)C(=O)O	2.5%
CN(Cc1cccs1)C(=O)Cn1cnc2ccccc2c1=O	-5.2%
Cc1noc(NS(=O)(=O)c2ccc(NC(=O)CSc3nnc(-c4ccccc4)n3C3CCCCC3)cc2)c1C	0.6%
CC1CN(C(=O)N[C@@H](Cc2ccccc2)C(=O)O)CC(C)O1 (some centres not stated)	-5.3%
COc1cccc(NS(=O)(=O)c2ccc3c(c2)C2C=CCC2C(c2ccc(C(=O)O)cc2)N3)c1 (configuration not stated)	-2.6%
O=c1cc(CSc2ccccn2)c2ccccc2[nH]1	-1.4%
COc1cc(/C=C2/C(=O)N(c3ccc(Br)cc3)N=C2C)cc(OC)c1OC	3.2%
CC1(C)Oc2ccc(C(=O)NC3CCCC3)cc2N(CC(=O)N2CCOCC2)C1=O	-1.6%
CNC(=O)C(=O)N/N=C/c1cccnc1	5.3%
O=C(Nc1ccc2nc(-c3ccco3)c(-c3ccco3)nc2c1)NC1CC1	75.5µM*
CCN(Cc1ccccc1)Cc1nnnn1Cc1ccccc1	5.5%
CCc1cccc(NC(=O)CN(C)S(=O)(=O)c2cccc3nsnc23)c1	7.9%
CC(=O)c1ccc(NC(=O)C(C)OC(=O)C(C)Oc2cccc(C)c2)cc1 (configuration not stated)	3.7%
CCCc1cc(=O)[nH]c(SCC(=O)c2c(C)[nH]c3ccccc23)n1	7.2%
CCC(C)C(NC(=O)[C@@H](NC(=O)c1ccccc1F)C(C)C)C(=O)OC (some centres not stated)	-0.1%
NS(=O)(=O)c1ccc(NC(=O)COC(=O)CC2Sc3ccccc3NC2=O)cc1 (configuration not stated)	4.9%
COc1ccc(CNC(=O)c2ccc(NC(=O)C3CCCO3)cc2)cc1 (configuration not stated)	4.0%
CC1(c2ccc3noc(-c4ccccc4)c3c2)OCCO1	2.4%
Cn1c(=O)c2c(ncn2CCCNC2=CC(C)(C)CC(=O)C2)n(C)c1=O	-2.1%
O=[N+]([O-])c1ccc(-c2c[nH]c(=S)[nH]2)cc1	6.2%
O=C(NC(=S)NCCN1CCOCC1)c1ccc(Cl)cc1Cl	-1.6%
CC(C)CC(=O)Nc1nnc(-c2ccco2)s1	0.9%
Cc1cc(S(=O)(=O)n2ccnc2)c(Cl)cc1Cl	2.9%
Cc1ccc(-c2nnc(SCC(=O)N3CC(C)CC(C)C3)o2)cc1C (configuration not stated)	3.4%
CCn1c(SCC(=O)n2c(C)c(C)c3ccccc32)nnc1-c1ccco1	-1.3%
CCOC(=O)C1(CCOC)CCN(Cc2cnc(-c3cccc(C)c3)nc2)CC1	6.5%
CCN(CC)C(=O)CN1C(=O)C2(NC(=O)c3ccccc3N2)c2ccccc21 (configuration not stated)	0.8%
O=[N+]([O-])c1cc(CN2CCCC2)c2cccnc2c1O	28.9%
O=C(Nc1cccc(C(F)(F)F)c1)c1cccnc1NCCc1ccccc1	-1.6%
CCN(CC)c1ccc(NC(=O)c2ccc(Br)o2)cc1	13.2%
CCOC(=O)CNc1nc2ccccc2n2c(C)nnc12	-1.5%
O/C=c1\ccc2cccc3nc(C(F)(F)F)nc1c23	2.6%
Cc1cc(/C=N/Nc2ccc([N+](=O)[O-])cn2)c(C)n1-c1ccc(C(=O)O)cc1	0.7%
O=C(CN1C(=O)c2ccccc2C1=O)OC(C(=O)c1ccc(Cl)cc1)c1ccccc1 (configuration not stated)	-11.2%

Assay outcomes (PubChem)
